ERG-DNA inh: ERG Ets/DNA interaction inhibition. fluorescence polarization, His-ERG Ets domain / labelled DNA. AID 624246. Potency, µM (top dose mostly 76.9 µM), without a hit: at the top dose FP activity, negative = inhibition, usual class: inhibitors. 0.028% of 370,000 active; active means well fitted inhibition curve with a large enough effect in the polarisation, with a control signal flat; inconclusive means small, poorly fitted or top-dose-only effect, or effect the other way, or a change in a side signal; inactive means no such curve, though single readings can be large or run the other way; the % refers to the polarisation;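 further: polarization taken with two DNA probes labelled with fluorescein and Texas red; potency means the concentration at half of the fitted maximal effect; % of control where 0% means no effect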
Target sequence (P11308 whole entry, looked up, the tested form may be a part): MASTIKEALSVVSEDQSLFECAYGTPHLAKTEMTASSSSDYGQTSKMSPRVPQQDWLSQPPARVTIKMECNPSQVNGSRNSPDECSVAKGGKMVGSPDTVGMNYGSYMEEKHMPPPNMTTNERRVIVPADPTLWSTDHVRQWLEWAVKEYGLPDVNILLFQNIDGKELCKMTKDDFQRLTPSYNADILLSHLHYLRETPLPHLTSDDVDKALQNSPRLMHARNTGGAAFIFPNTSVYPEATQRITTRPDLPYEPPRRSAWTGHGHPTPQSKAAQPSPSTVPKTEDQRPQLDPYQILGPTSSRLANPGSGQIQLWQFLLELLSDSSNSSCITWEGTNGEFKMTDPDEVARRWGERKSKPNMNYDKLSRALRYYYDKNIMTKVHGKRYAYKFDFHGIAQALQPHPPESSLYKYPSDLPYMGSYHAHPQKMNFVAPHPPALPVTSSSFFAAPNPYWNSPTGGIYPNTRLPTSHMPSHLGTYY
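His-tagged ERG Ets domain (1 uM in the protein solution; 300mM KCl, 50mM Tris-HCl, 1mM EDTA, 1mM DTT, pH 7.5) received compound, then a probe mix of 5 nM fluorescein-DNA and 100nM Texas-615-DNA. Fluorescence polarization was read for both dyes.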
BLM inh: blocks DNA unwinding by human BLM helicase; P54132; recombinant BLM DNA unwinding, fluorescence dequenching; Potency, µM (titrated, usually from 56.1 µM), without a hit: at the top dose activity change, negative = inhibition, usual class: inhibitors; 0.2% of 350,000 active;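 further: potency means the concentration at half of the fitted maximal effect; plate controls were vehicle for no effect and no enzyme for full effect; nearly all actives have a fitted effect of over 35% in size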
Pol kappa inh: inhibitors of human DNA polymerase kappa; AID 588579; 0.53% of 400,000 active; purified Pol kappa, fluorescent DNA synthesis assay, 10 min; Q9UBT6; Potency, µM (doses to about 107 µM), inactives show at the top dose activity, negative = inhibition, usual class: inhibitors; further: potency means the concentration at half of the fitted maximal effect; on the % scale 0 is the no-effect control and ±100 the full control effect
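Inhibition of 10 nM Pol kappa is measured by a fluorescent read-out at 0 and 10 min following addition of 50 nM substrate (final), with a 15-min room-temperature compound preincubation.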
12-LOX inh: inhibitors of human 12S-lipoxygenase ALOX12 | P18054 | purified 12hLO, xylenol orange hydroperoxide absorbance | Potency, µM (highest dose often 108 µM), for the others: at the top dose activity change, negative = inhibition, actives largely listed as inhibitors | 1.1% of 580,000 active | AID 1671190; further: potency means the concentration at half of the fitted maximal effect; on the % scale 0 is the no-effect control and ±100 the full control effect
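Purified human 12hLO (150 nM final) in 25 mM Hepes, 0.01% Triton X-100, pH 7.0 was preincubated 15 min at room temperature with compound. Then 40 uM arachidonic acid was added, 30 min. Hydroperoxide was read by Fe-XO absorbance ratio 573/405 nm.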
Anesthetic bind: candidate novel general anesthetic via apoferritin binding | P02791 | apoferritin/1-aminoanthracene competitive binding, fluorescence | Potency, µM (titrated, usually from 77.5 µM), without a hit: at the top dose activity change, negative = displacement, usual class: inhibitors | 0.074% of 350,000 active | AID 485281; further: potency means the concentration at half of the fitted maximal effect; on the % scale 0 is the no-effect control and ±100 the full control effect; nearly all actives have a fitted effect of over 20% in size
Target sequence (P02791 2-175 limits assumed): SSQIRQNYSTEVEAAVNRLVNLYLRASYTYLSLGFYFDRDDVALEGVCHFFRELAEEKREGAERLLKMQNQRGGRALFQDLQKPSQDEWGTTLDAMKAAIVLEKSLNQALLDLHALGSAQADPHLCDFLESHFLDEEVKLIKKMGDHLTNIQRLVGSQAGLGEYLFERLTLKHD
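Probe: 1-aminoanthracene (50% saturated, PBS). Protein: horse-spleen apoferritin, 10 uM. Incubation: 10 min, room temperature. Detection: 380 nm excitation, 535 nm emission. Analysis: normalized response, four-parameter Hill.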
TRHR agonist: activates the human TRH receptor; P34981; TRHR cells, calcium flux fluo-8, FDSS agonist mode; activation, % at 2 µM; 0.18% of 360,000 active; AID 493084; in the data active means activation above about 30%; further: 0% is about no effect
Target sequence (P34981 whole entry, looked up): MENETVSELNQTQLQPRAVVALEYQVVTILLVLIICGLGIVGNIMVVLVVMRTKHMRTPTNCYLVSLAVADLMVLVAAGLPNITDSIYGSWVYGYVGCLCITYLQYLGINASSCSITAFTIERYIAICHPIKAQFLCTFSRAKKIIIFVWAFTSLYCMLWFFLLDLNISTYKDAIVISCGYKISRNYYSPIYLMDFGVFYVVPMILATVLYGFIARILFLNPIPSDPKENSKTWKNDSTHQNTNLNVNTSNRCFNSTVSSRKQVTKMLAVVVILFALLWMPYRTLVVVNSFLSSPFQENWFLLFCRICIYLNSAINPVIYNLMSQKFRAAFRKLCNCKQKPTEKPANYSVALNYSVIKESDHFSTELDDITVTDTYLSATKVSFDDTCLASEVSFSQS
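Agonist-mode FDSS calcium read (Ex 480/Em 530, 1 s cycles) in 1536-well TRHR cells with fluo-8 dye, after 10-cycle baseline and 23 nL compound addition; TRH at EC20 (10 nM final) added afterwards for the enhancer phase.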
APEX1 inh: inhibitors of human APE1 endonuclease. P27695. recombinant APE1, TAMRA/BHQ-2 abasic DNA cleavage fluorescence. Potency, µM (titrated, usually from 65.8 µM), inactives show top-dose activity change, negative = inhibition, hits mostly inhibitors. 0.35% of 350,000 active;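 further: potency means the concentration at half of the fitted maximal effect; plate controls were vehicle for no effect and reference inhibitor for full effect; nearly all actives have a fitted effect of over 55% in size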
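APE1 at 0.75 nM final was preincubated with compound 15 min at room temperature, then 50 nM double-stranded THF abasic-site substrate (5'-TAMRA/3'-BHQ-2) was added. Fluorescence (ex 525/em 598 nm) was read kinetically; third-minus-first read gave activity.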
POLB inh: inhibitors of human DNA polymerase beta; Potency, µM (highest dose often 114 µM), for the others: at the top dose activity change, negative = inhibition, actives largely listed as inhibitors; 1.3% of 340,000 active; P06746; Pol beta primer extension/strand displacement, fluorescence kinetic; further: potency means the concentration at half of the fitted maximal effect; on the % scale 0 is the no-effect control and ±100 the full control effect
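Enzyme-only controls used 10 nM Pol beta; buffer lacking enzyme served as negative control. Compound preincubated 15 min, then 50 nM substrate added; 0 and 10 min reads at room temperature.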
Pol iota inh: inhibitors of human DNA polymerase iota; 1% of 390,000 active; Pol iota fluorescent replication assay, 10 min; Q9UNA4; AID 588590; Potency, µM (top dose mostly 115 µM), for the others: at the top dose activity, negative = inhibition, hits mostly inhibitors; further: potency means the concentration at half of the fitted maximal effect
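Fluorescent replication assay read twice, at 0 min and 10 min after adding 50 nM (final) substrate. Enzyme (10 nM) and compounds were first incubated 15 min at room temperature; enzyme-free buffer wells were negative controls.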
Starred values were filed as active, the others as inactive; u = inconclusive; x = not tested or not shown; & = joins results of further samples; [ ] = dose if it differs, or a comment. Unless noted, the call rests on the fitted dose curve; in most records, active means well fitted curve in the direction sought with a large enough effect; inconclusive means small, poorly fitted or top-dose-only effect, or another doubt; inactive means no such curve, though single readings can be large; an effect the other way counts as inactive or inconclusive. These rows are one share of the data, so the mix of outcomes need not match the whole.

no. | compound | ERG-DNA inh | BLM inh | Pol kappa inh | 12-LOX inh | Anesthetic bind
1 | CCOC(=O)C1(CCc2ccccc2)CCN(Cc2cccc3cnccc23)CC1 | -9% | -7% | -6% | 0% | -12%
2 | Cc1ccccc1-n1c(C)nc2ccsc2c1=O | 2% | x | -16% | u | x
3 | CCCCC/C=C\C=C\[C@H](CCCCCCCC(=O)O)OO | x | 5% | 5%[19.4 µM] | 3%[2.23 µM] | 0%
4 | Cc1ccc2c(c1)C1CN(C)CCC1N2C(=O)Nc1cccc(C(F)(F)F)c1 (stereo unspecified) | -1% | -10% | -17% | -29%[57.4 µM] | -19%
5 | CCc1ccc(CN2CCN(C(=O)Cc3ccccc3)CC2)cc1 | -7% | -5% | -8% | u | -5%
6 | CNCC/C=C/c1cccnc1 | x | x | 5%[19.4 µM] | u | 4%
7 | Cc1cc(C)cc(NC(=O)CCNC(=O)N2C[C@H]3C[C@@H](C2)c2cccc(=O)n2C3)c1 | -8% | 0% | u | 45%[activator] | -8%
8 | C=C(CO)CC1CC(O)[C@]2(C)OC3CC4OC5C[C@]6(C)O[C@]7(C)CCC8OC9C[C@]%10(C)OC%11C(C)=CC(=O)OC%11CC%10OC9C[C@@H](C)C8OC7CC6O[C@]5(C)C/C=C\C4OC3CC2O1 (stereo partly specified) | 2% | -7% | -2% | 7% | -1%

no. | TRHR agonist | APEX1 inh | POLB inh | Pol iota inh
1 | -1.7 | -5% | 0% | 66%[activator]
2 | x | x | x | u
3 | x | u | x | x
4 | 2.1 | 2% | -1% | 15%
5 | 0.1 | -1% | -9% | 22%
6 | x | 4% | x | x
7 | -0.2 | -4% | 11% | u
8 | 4.7 | -1% | 5% | -18%

Copied from above, compounds 1 to 3
no. | compound | ERG-DNA inh | BLM inh | Pol kappa inh | 12-LOX inh | Anesthetic bind
1 | CCOC(=O)C1(CCc2ccccc2)CCN(Cc2cccc3cnccc23)CC1 | -9% | -7% | -6% | 0% | -12%
2 | Cc1ccccc1-n1c(C)nc2ccsc2c1=O | 2% | x | -16% | u | x
3 | CCCCC/C=C\C=C\[C@H](CCCCCCCC(=O)O)OO | x | 5% | 5%[19.4 µM] | 3%[2.23 µM] | 0%

no. | TRHR agonist | APEX1 inh | POLB inh | Pol iota inh
1 | -1.7 | -5% | 0% | 66%[activator]
2 | x | x | x | u
3 | x | u | x | x

Next part
no. | compound | ERG-DNA inh | BLM inh | Pol kappa inh | 12-LOX inh | Anesthetic bind
9 | O=C(CCl)Nc1nccs1 | -2% | -1% | -12% | -19% | 8%
10 | COc1ccc(OCC(=O)N2CCN(CCc3ccncc3)CC2)cc1 | 1% | -2% | -7% | u | 30%[activator]
11 | Cc1cccc(NC(=S)NC2CC3CCC(C2)N3Cc2ccco2)c1 (stereo unspecified) | x | -1% | -8%[60.1 µM] | 8% | -6%
12 | O=C(c1cc2c(s1)CCCCCC2)N1CCC2(CC1)OCCO2 | -2% | -2% | -2% | 26% | 8%
13 | O=C(C[n+]1ccn(CCCNP2(=O)C=C(c3ccccc3)OC(c3ccccc3)=C2)c1)c1ccccc1 | 6% | 58%[activator] | -6% | -2% | -13%
14 | CCOC(=O)c1sc(/N=C/c2c(O)n(-c3ccccc3)c(=O)[nH]c2=O)c(C#N)c1C | -5% | -2% | -3% | -28% | -9%
15 | COCCNC(=O)CN1C(=O)C(C)N=C(c2ccccc2)c2cc(Cl)ccc21 (stereo unspecified) | -14% | -3% | -6% | 8% | -9%
16 | Cn1c(O)c(/C=C2\N=c3ccccc3=C2CCNC(=S)NC2CC2)c(=O)n(C)c1=O | 10% | 1% | -34% | u | -7%

no. | TRHR agonist | APEX1 inh | POLB inh | Pol iota inh
9 | 0.2 | 10% | 6% | 17%
10 | 0.6 | x | u | 6%
11 | 0.4 | 4% | 4% | 66%[activator]
12 | 0.0 | -1% | -2% | 6%
13 | 0.4 | 0% | -19% | -1%
14 | 0.0 | 5% | 16% | u
15 | -0.4 | 34% | 4% | 46%[activator]
16 | -0.1 | -16% | 10% | u

Entries of single compounds, quoted from the list.
O=C(c1cc2c(s1)CCCCCC2)N1CCC2(CC1)OCCO2 is entered as ERG-DNA inh = -2%; BLM inh = -2%; Pol kappa inh = -2%; 12-LOX inh = 26%; Anesthetic bind = 8%; TRHR agonist = 0.0; APEX1 inh = -1%; POLB inh = -2%; Pol iota inh = 6%
CCOC(=O)c1sc(/N=C/c2c(O)n(-c3ccccc3)c(=O)[nH]c2=O)c(C#N)c1C is entered as ERG-DNA inh = -5%; BLM inh = -2%; Pol kappa inh = -3%; 12-LOX inh = -28%; Anesthetic bind = -9%; TRHR agonist = 0.0; APEX1 inh = 5%; POLB inh = 16%; Pol iota inh = u
Cn1c(O)c(/C=C2\N=c3ccccc3=C2CCNC(=S)NC2CC2)c(=O)n(C)c1=O is entered as ERG-DNA inh = 10%; BLM inh = 1%; Pol kappa inh = -34%; 12-LOX inh = u; Anesthetic bind = -7%; TRHR agonist = -0.1; APEX1 inh = -16%; POLB inh = 10%; Pol iota inh = u

More entries:
no. | compound | ERG-DNA inh | BLM inh | Pol kappa inh | 12-LOX inh | Anesthetic bind
17 | Cc1nnc(NC(=O)c2cccn(Cc3ccccc3F)c2=O)s1 | 8% | 2% | 0%[60.1 µM] | -34% | 4%
18 | O=C1NC(=O)N(c2ccccc2F)C(=O)/C1=C/c1cn(CC(=O)N2CCOCC2)c2ccccc12 | -13% | -1% | -10% | u | -4%
19 | C[C@H]1C=CC(=O)O[C@H]1c1ccccc1 | -14% | 1% | 1%&11% | 0% | 1%
20 | COc1cccc(CN2CCN(C(=O)Cc3ccccc3OC)CC2)c1 | -3% | 2% | -24% | u | -3%
21 | CCOc1cc(CNCCc2cccc(F)c2)ccc1OC | -3% | 5% | -11% | u | 0%
22 | C(#CCN1CCOCC1)COCC#Cc1ccccc1 | -5% | 4% | -4% | u | -6%
23 | O=C1NC(=O)C(CCc2ccncc2)(Cc2ccc(OCc3ccccc3)cc2)C(=O)N1 | 5% | -5% | 1% | 2% | -7%
24 | O=C(NC1CCCCC1)[C@@H]1CC=C[C@@H]2CCN(Cc3ccccc3)C(=O)[C@@H]21 | 1% | x | -13%&0% | -19% | x

no. | TRHR agonist | APEX1 inh | POLB inh | Pol iota inh
17 | -0.3 | x | -19% | -7%
18 | 1.5 | -11% | 18% | u
19 | x | 1% | x | u
20 | 0.2 | 8% | 1% | -9%
21 | 1.5 | 2% | 53% | 1%
22 | -0.1 | 2% | 5% | u
23 | -0.3 | -1% | 15% | 127%[activator]
24 | x | x | x | -7%&0%

Further compounds follow.
no. | compound | ERG-DNA inh | BLM inh | Pol kappa inh | 12-LOX inh | Anesthetic bind
25 | COC(=O)c1ccccc1N=Cc1c(O)[nH]c(=S)[nH]c1=O | 0% | -2% | -11% | -21% | -2%
26 | Cc1cccc(C2=NN(c3ccc(Br)cc3)[C@@H](C(=O)N3CCOC3=O)[C@@H]2c2ccc([N+](=O)[O-])cc2)c1 | 0% | -4% | u | u | -4%
27 | CC1(C)C(=O)C=C[C@]2(C)[C@H]3CC[C@@]4(C)[C@H](c5ccoc5)OC(=O)[C@H]5O[C@]54[C@]3(C)[C@H](O)C[C@@H]12 | -11% | -6% | 2% | x | 2%
28 | O=C1NC(=O)C(=Cc2cccc(OCCOc3ccccc3)c2)C(=O)N1 | -2% | -1% | -13% | u | u
29 | CC1CC2(O)c3no[n+]([O-])c3CCC2N1O (stereo unspecified) | 6% | -3% | -16% | 12% | -1%
30 | CCN1CCN(S(=O)(=O)c2ccc(Cl)c(C(=O)Nc3ccc(C(=O)N(CC)CC)cc3)c2)CC1 | 5% | -2% | 16% | 20µM* | -16%
31 | CC(C)(O)/C=C/C(=O)[C@](C)(O)C1[C@H](O)C[C@@]2(C)C3CC=C4C(C[C@H](O)[C@@H](O)C4(C)C)[C@]3(C)C(=O)C[C@]12C (stereo partly specified) | 6% | x | -15% | x | x
32 | Cc1cc(C=C(C#N)C#N)ccc1N1CCCC1 | u | -14% | -16% | u | u

no. | TRHR agonist | APEX1 inh | POLB inh | Pol iota inh
25 | -0.1 | -7% | -19% | 73%[activator]
26 | x | -9% | x | 15%
27 | 0.2 | 11% | 10% | 6%
28 | 0.7 | 9% | 28% | u
29 | 0.8 | 0% | 16% | 27%
30 | -0.1 | -7% | 48% | -6%
31 | x | 39% | x | 7%
32 | 16 | 1% | 10% | 89µM*

(cont.)
no. | compound | ERG-DNA inh | BLM inh | Pol kappa inh | 12-LOX inh | Anesthetic bind
33 | CCN(CC)c1ccc(C=C2C(=O)NC(=S)NC2=O)cc1 | 5% | 0% | 7% | u | -19%
34 | CC1Oc2cc3c(-c4c(O)cc(O)c5c(O)c6c(cc45)OC(C)C(C)C6=O)c(O)cc(O)c3c(O)c2C(=O)C1C (stereo unspecified) | 15% | -24% | 35µM* | x | u
35 | OC1(c2ccc(F)cc2)CC2CCC(C1)N2Cc1nnnn1C1CCCCC1 (stereo unspecified) | -18% | 0% | -6% | 8% | -20%
36 | COC(=O)C1=C(c2ccc(S(C)(=O)=O)cc2)C[C@@H]2CC[C@H]1N2C(=O)NC1CC1 | -2% | x | -15% | -17% | x
37 | COc1ccc(CC(=O)NC(=S)NNC(=O)COc2c(C)cccc2C)cc1 | 7% | 2% | -20% | u | -6%

no. | TRHR agonist | APEX1 inh | POLB inh | Pol iota inh
33 | -1.3 | 0% | 2% | 13%
34 | 0.0 | u | 35µM* | 4µM*
35 | 0.8 | 1% | 25% | -18%
36 | x | x | x | -20%
37 | 0.5 | 0% | -10% | 18%

Screening data as filed in PubChem BioAssay.
